Screens from PubChem.
ROMK primary – human ROMK K+ channel modulation, primary screen. P48048. Tet-inducible ROMK, thallium flux fluorescence; actives lie on both sides. B-score at 10 µM. 2% of 130,000 active;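 active = signal ratio slope over the read window, or its plate-corrected B-score, at least 3 SD from the plate mean, either direction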;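 also: B-score of the F/F0 ratio slope over 7 to 12 s after thallium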
bIAP inhibitor – intestinal alkaline phosphatase (bovine) inhibition | purified bovine IAP, CDP-star luminescence, 30 min | inhibition, % at 20 µM | 190,000 tested, under 10 active;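 active = over 50% inhibition of intestinal alkaline phosphatase at 20 µM in the single-dose screen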
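test system = bovine IAP enzyme | medium = DEA buffer 100 mM, pH 9.8, with MgCl2 1.0 mM, ZnCl2 0.02 mM | detection = luminescence | dosing = single compound dose of 20 µM, 2% DMSO final | incubation = 30 min reaction at room temperature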
STAT3 activator – activators of IL-6 induced STAT3 signaling; U3A cells, IL-6 STAT3-luciferase reporter, luminescence; 100% = signal with IL-6 EC80 alone; activation (% of control), % at 5.6 µM; 0.91% of 190,000 active; AID 871;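 active = activation above the screen-wide mean of compound activation plus 3 SD, cut at about 130% in these data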;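 also: 0% = background luminescence of wells with medium and substrate only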
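Material: human U3A cells carrying STAT3-luciferase construct. Measured by: reporter luminescence signal. Timing: compound 1 h, then IL-6 6 h at 37 °C.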
PPARg SRC-1 ag – PPARgamma-driven SRC-1 recruitment agonism; P37231; PPARgamma-SRC-1 coactivator recruitment biochemical assay; activation, % at 8 µM; 0.41% of 200,000 active; AID 631; in the data active = activation above about 19%;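 also: 0% = DMSO and 100% = reference agonist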
Target sequence (P37231 whole entry, looked up): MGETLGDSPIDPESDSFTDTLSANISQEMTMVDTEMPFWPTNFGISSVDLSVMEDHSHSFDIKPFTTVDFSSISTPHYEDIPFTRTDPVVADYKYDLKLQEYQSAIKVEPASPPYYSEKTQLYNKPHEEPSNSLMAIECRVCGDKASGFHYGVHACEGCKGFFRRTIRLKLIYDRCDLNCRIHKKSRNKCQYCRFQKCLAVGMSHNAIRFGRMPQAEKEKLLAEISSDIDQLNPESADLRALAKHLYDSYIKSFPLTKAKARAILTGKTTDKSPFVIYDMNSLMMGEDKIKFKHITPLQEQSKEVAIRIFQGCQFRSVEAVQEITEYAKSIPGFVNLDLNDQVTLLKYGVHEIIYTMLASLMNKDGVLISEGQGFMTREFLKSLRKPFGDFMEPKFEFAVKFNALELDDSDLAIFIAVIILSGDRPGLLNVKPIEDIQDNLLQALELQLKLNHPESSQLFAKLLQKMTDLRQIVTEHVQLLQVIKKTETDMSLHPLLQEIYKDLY
STAT3 inh – inhibitors of IL-6 induced STAT3 signaling; U3A cells, IL-6 STAT3-luciferase reporter, luminescence; host cell line lacks STAT1; inhibition, % at 5.5 µM; 0.89% of 190,000 active; AID 862;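 active = inhibition above the mean inhibition across all screened compounds plus 3 SD, cut at about 44% in these data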;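 also: 0% = DMSO only wells and 100% = 100 µM nifuroxazide control wells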
TNAP act hi DEA – TNAP (human) activation, high acceptor. P05186. purified TNAP, CDP-star luminescence, 1 M DEA, 30 min; active compounds read high; 0 = EDTA background, 1 = DMSO-only activity. activation factor at 20 µM. 200,000 tested, under 10 active;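 active = activation factor at least 2 at 20 µM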
Target sequence (P05186 whole entry, looked up): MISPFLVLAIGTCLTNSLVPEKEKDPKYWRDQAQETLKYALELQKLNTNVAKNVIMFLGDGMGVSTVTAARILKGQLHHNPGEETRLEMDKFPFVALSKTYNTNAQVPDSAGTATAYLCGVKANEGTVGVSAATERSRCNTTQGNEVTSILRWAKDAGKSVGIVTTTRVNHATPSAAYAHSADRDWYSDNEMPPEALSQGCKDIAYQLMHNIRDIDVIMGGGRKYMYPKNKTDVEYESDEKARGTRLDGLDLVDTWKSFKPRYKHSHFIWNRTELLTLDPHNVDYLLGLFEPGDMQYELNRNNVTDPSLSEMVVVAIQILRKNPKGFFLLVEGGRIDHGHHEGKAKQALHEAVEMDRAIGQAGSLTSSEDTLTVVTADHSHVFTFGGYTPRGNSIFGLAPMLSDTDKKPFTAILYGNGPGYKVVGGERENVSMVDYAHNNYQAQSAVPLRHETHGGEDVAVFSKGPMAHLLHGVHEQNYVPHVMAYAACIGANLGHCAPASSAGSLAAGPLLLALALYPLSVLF
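Measured by: Luminescent substrate turnover signal | Test system: Human TNAP | Input: TNAP 1/800 final | Dosing: 20 µM single point | Schedule: 30 min, room temperature | Controls: EDTA wells as negative control, DMSO wells as positive control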
STAT1 inh – inhibitors of IFN-gamma induced STAT1 signaling | NIH 3T3 STAT1-luciferase reporter, luminescence | inhibition, % at 5.5 µM | 0.35% of 200,000 active | AID 920;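 active = inhibition above a set limit, the mean inhibition across all tested compounds plus 3 SD, cut at about 34% in these data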;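 also: 0% = IFN-gamma with DMSO and 100% = IFN-gamma with 300 µM nifuroxazide; values of inactives mirror those of a sister screen read the other way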
PPARg SRC-2 ag – agonists of SRC-2 recruitment by human PPARgamma | PPARgamma LBD-SRC-2 recruitment, biochemical | AID 1032 | 0.34% of 200,000 active | activation, % at 8 µM | P37231; in the data active = activation above about 22%;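 also: 0% = vehicle and 100% = reference agonist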
TR-FRET SRC-2 ct – flags TR-FRET format artefacts in PPARgamma SRC-2 recruitment agonist screen; TR-FRET artefact counter-screen; active compounds read high; 0.4% of 200,000 active; TR-FRET ratio at 8 µM; in the data active = TR-FRET ratio above about 2000; also: inactives centre near 1500
PPARg SRC3 recr – promotes SRC-3 coactivator recruitment by human PPARgamma; P37231; biochemical PPARgamma/SRC-3 coactivator recruitment assay; activation, % at 8 µM; 0.26% of 200,000 active; in the data active = activation above about 23%;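 also: 0% = DMSO and 100% = reference agonist; some compounds past the cut are filed as inactive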
bIAP act – increases bovine intestinal alkaline phosphatase activity; AID 1016; purified bovine IAP, CDP-star luminescence, 30 min; active compounds read high; fold of DMSO-control signal, blank-subtracted; 0.17% of 200,000 active; activation factor at 20 µM;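 active = activation factor of 2 or more at 20 µM, a signal rise over negative controls twice the positive control's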
* marks the source's active call; other numbers are inactive results; & = joins results of further samples.

Results for CCOC(=O)c1c(C)n(C)c2cc(CN(C)C)c(O)c(S(=O)(=O)c3ccccc3)c12 ?
ROMK primary: 0.457; bIAP inhibitor: -1.9; STAT3 activator: 98.6; PPARg SRC-1 ag: 11.9; STAT3 inh: 3.7; TNAP act hi DEA: 1; STAT1 inh: 8.4; PPARg SRC-2 ag: 8.3; TR-FRET SRC-2 ct: 1884; PPARg SRC3 recr: 0.2; bIAP act: 1

Results for CC1(C)OC2OC(C(=O)N/N=C/c3cc(Br)ccc3O)C3OC(C)(C)OC3C2O1 (centres undefined) ?
ROMK primary: -0.528; bIAP inhibitor: -27.3; STAT3 activator: 95.1; PPARg SRC-1 ag: 1.6; STAT3 inh: 4.5; TNAP act hi DEA: 1; STAT1 inh: -1.5; PPARg SRC-2 ag: -2.2; TR-FRET SRC-2 ct: 1544; PPARg SRC3 recr: -0.4; bIAP act: 1.3

Results for CSc1ncccc1C(=O)Nc1nc2ccc(F)cc2s1 ?
ROMK primary: -0.933; bIAP inhibitor: -4.1; STAT3 activator: 90.7; PPARg SRC-1 ag: 9.1; STAT3 inh: 18.3; TNAP act hi DEA: 1.1; STAT1 inh: -27.1; PPARg SRC-2 ag: 1.4; TR-FRET SRC-2 ct: 1527; PPARg SRC3 recr: -1.4; bIAP act: 1

Results for Cc1cc(C)c2nc(NNC(=O)c3ccc(S(=O)(=O)N4CCCCC4)cc3)sc2c1 ?
ROMK primary: -0.827; bIAP inhibitor: -2.6; STAT3 activator: 104.8; PPARg SRC-1 ag: 1.9; STAT3 inh: -5.7; TNAP act hi DEA: 1; STAT1 inh: -1.4; PPARg SRC-2 ag: 11.2; TR-FRET SRC-2 ct: 1540; PPARg SRC3 recr: 6.0; bIAP act: 1

How did CCOC(=O)c1c(C)c(C(=O)Nc2cc(OC)ccc2OC)c(C)n1CC do in these assays?
bIAP inhibitor: 5.9; STAT3 activator: 95.0; PPARg SRC-1 ag: 5.3; STAT3 inh: 11.7; TNAP act hi DEA: 1.1; STAT1 inh: -10.3; PPARg SRC-2 ag: 2.1; TR-FRET SRC-2 ct: 1605; PPARg SRC3 recr: -4.9; bIAP act: 0.9

How did Cc1ccc(NS(=O)(=O)c2ccc(NC(=O)c3cccs3)cc2)cc1 do in these assays?
bIAP inhibitor: -2.1; STAT3 activator: 101.1; PPARg SRC-1 ag: -1.9; STAT3 inh: 4.4; TNAP act hi DEA: 1; STAT1 inh: -1.3; PPARg SRC-2 ag: 15.5; TR-FRET SRC-2 ct: 1640; PPARg SRC3 recr: -6.8; bIAP act: 1

What do the screens show for `O=C1CSC(=S)N1/N=C/C=C/c1ccccc1`?
ROMK primary: -0.0365; bIAP inhibitor: -3.5; STAT3 activator: 107.5; PPARg SRC-1 ag: 7.4; STAT3 inh: -3.7; TNAP act hi DEA: 1; STAT1 inh: -1.0; PPARg SRC-2 ag: -2.0; TR-FRET SRC-2 ct: 1484; PPARg SRC3 recr: 5.9; bIAP act: 1

How did Cc1ccc(S(=O)(=O)Oc2cccc(N3C(=O)C4CC=CCC4C3=O)c2)cc1 (centres undefined) do in these assays?
ROMK primary: 1.46; bIAP inhibitor: 10.0; STAT3 activator: 88.7; PPARg SRC-1 ag: 2.4; STAT3 inh: 19.6; TNAP act hi DEA: 1; STAT1 inh: 9.8; PPARg SRC-2 ag: 4.5; TR-FRET SRC-2 ct: 1600; PPARg SRC3 recr: -0.1; bIAP act: 0.9

Results for COc1ccc(-n2c(=O)c3c4c(sc3n(CC(=O)NCc3ccco3)c2=O)CCC4)c(OC)c1 ?
bIAP inhibitor: 30.6; STAT3 activator: 99.8; PPARg SRC-1 ag: 3.1; STAT3 inh: 6.1; TNAP act hi DEA: 1; STAT1 inh: -1.1; PPARg SRC-2 ag: 1.8; TR-FRET SRC-2 ct: 1538; PPARg SRC3 recr: -5.4; bIAP act: 0.7

Results for CCOc1ccc2nc(SC3CC(=O)N(c4ccc(C)cc4)C3=O)sc2c1 (centres undefined) ?
bIAP inhibitor: -3.1; STAT3 activator: 105.5; PPARg SRC-1 ag: 3.6; STAT3 inh: -1.9; TNAP act hi DEA: 1; STAT1 inh: 2.4; PPARg SRC-2 ag: -0.1; TR-FRET SRC-2 ct: 1514; PPARg SRC3 recr: 12.7; bIAP act: 1

What do the screens show for `Cc1cccc(NC(=S)N(CCCN2CCOCC2)Cc2cn(C)c3ccccc23)c1`?
ROMK primary: -0.396; bIAP inhibitor: 6.1; STAT3 activator: 100.3; PPARg SRC-1 ag: 7.1; STAT3 inh: -2.0; TNAP act hi DEA: 1; STAT1 inh: 0.2; PPARg SRC-2 ag: 3.0; TR-FRET SRC-2 ct: 1747; PPARg SRC3 recr: 8.4; bIAP act: 0.9

How did COc1ccc(-n2nc3ccc(NS(C)(=O)=O)cc3n2)cc1Cl do in these assays?
bIAP inhibitor: 5.5; STAT3 activator: 103.7; PPARg SRC-1 ag: 1.6; STAT3 inh: -3.4; TNAP act hi DEA: 1.1; STAT1 inh: -18.9; PPARg SRC-2 ag: 3.5; TR-FRET SRC-2 ct: 1643; PPARg SRC3 recr: 2.1; bIAP act: 0.9

How did CCOC(=O)CC(NC(=O)Cc1ccccc1)c1ccccc1Cl (centres undefined) do in these assays?
ROMK primary: -0.152; bIAP inhibitor: 36.0; STAT3 activator: 102.9; PPARg SRC-1 ag: -1.7; STAT3 inh: -3.0; TNAP act hi DEA: 1; STAT1 inh: -1.4; PPARg SRC-2 ag: 5.5; TR-FRET SRC-2 ct: 1684; PPARg SRC3 recr: 0.5; bIAP act: 0.6

What do the screens show for `COc1ccc(OCCNC(=O)C(Cc2c[nH]c3ccccc23)NC(C)=O)cc1` (centres undefined)?
ROMK primary: -0.163; bIAP inhibitor: 1.9; STAT3 activator: 102.9; PPARg SRC-1 ag: -0.9; STAT3 inh: 0.1; TNAP act hi DEA: 1; STAT1 inh: 2.4; PPARg SRC-2 ag: 5.7; TR-FRET SRC-2 ct: 1637; PPARg SRC3 recr: 3.4; bIAP act: 1

Results for Cc1nn(-c2ccccc2)c(C)c1/C=N/NC(=O)CSc1nnc(SCc2cccc3ccccc23)s1 ?
ROMK primary: -0.0234; bIAP inhibitor: 17.6; STAT3 activator: 104.3; PPARg SRC-1 ag: 5.7; STAT3 inh: -8.0; TNAP act hi DEA: 1.1; STAT1 inh: 0.6; PPARg SRC-2 ag: 14.3; TR-FRET SRC-2 ct: 1654; PPARg SRC3 recr: -1.3; bIAP act: 0.8

How did O=C(Nc1cccnc1Cl)c1cccnc1Cl do in these assays?
ROMK primary: 0.0357; bIAP inhibitor: 4.4; STAT3 activator: 103.8; PPARg SRC-1 ag: 3.7; STAT3 inh: 0.1; TNAP act hi DEA: 1; STAT1 inh: -2.1; PPARg SRC-2 ag: 17.5; TR-FRET SRC-2 ct: 1681; PPARg SRC3 recr: 11.5; bIAP act: 1

Results for CC(C)Oc1cccc(C(=O)NC(=S)NCc2cccnc2)c1 ?
ROMK primary: -0.19; bIAP inhibitor: 4.2; STAT3 activator: 92.2; PPARg SRC-1 ag: 7.9; STAT3 inh: 7.4; TNAP act hi DEA: 1; STAT1 inh: 10.4; PPARg SRC-2 ag: 11.6; TR-FRET SRC-2 ct: 1590; PPARg SRC3 recr: 3.1; bIAP act: 1

Results for CCNC(=S)NNC(=O)Cn1nc(C)cc1C ?
ROMK primary: 0.781; bIAP inhibitor: -21.8; STAT3 activator: 103.1; PPARg SRC-1 ag: -0.6; STAT3 inh: 3.7; TNAP act hi DEA: 1.1; STAT1 inh: 1.4; PPARg SRC-2 ag: 3.8; TR-FRET SRC-2 ct: 1423; PPARg SRC3 recr: 1.4; bIAP act: 1.2

Results for O=C(Nc1cccnc1)c1ccc(CN2CCc3ccccc3C2)cc1 ?
bIAP inhibitor: -4.1; STAT3 activator: 64.0; PPARg SRC-1 ag: 1.6; STAT3 inh: 47.0*; TNAP act hi DEA: 1; STAT1 inh: 0.8; PPARg SRC-2 ag: 9.4; TR-FRET SRC-2 ct: 1577; PPARg SRC3 recr: 1.8; bIAP act: 1

Results for Cc1cc2cc3c(N)[nH]nc3nc2cc1C ?
bIAP inhibitor: 13.7; STAT3 activator: 99.3; PPARg SRC-1 ag: 0.2; STAT3 inh: 2.4; TNAP act hi DEA: 1; STAT1 inh: -11.8; PPARg SRC-2 ag: 16.3; TR-FRET SRC-2 ct: 1625; PPARg SRC3 recr: 20.2; bIAP act: 0.9

Results for COCc1ccc(C(=O)NC(C)c2cnn(-c3ccccc3C)c2C)o1 (centres undefined) ?
ROMK primary: -0.0661; bIAP inhibitor: 4.9; STAT3 activator: 103.2; PPARg SRC-1 ag: -3.6; STAT3 inh: 0.9; TNAP act hi DEA: 1.1; STAT1 inh: -0.3; PPARg SRC-2 ag: 8.1; TR-FRET SRC-2 ct: 1434; PPARg SRC3 recr: -0.6; bIAP act: 1

What do the screens show for `CCN(CC(=O)Nc1cccc(OC)c1)CC(=O)Nc1ccc(C)cc1Cl`?
ROMK primary: -0.38; bIAP inhibitor: -8.5; STAT3 activator: 97.4; PPARg SRC-1 ag: -2.4; STAT3 inh: 7.7; TNAP act hi DEA: 1; STAT1 inh: 0.7; PPARg SRC-2 ag: 7.2; TR-FRET SRC-2 ct: 1707; PPARg SRC3 recr: 1.8; bIAP act: 1.1

How did COCc1cc(=O)[nH]c(/N=C(\N)Nc2ccc(C)cc2C)n1 do in these assays?
ROMK primary: 0.0572; bIAP inhibitor: -94.9; STAT3 activator: 106.1; PPARg SRC-1 ag: 9.2; STAT3 inh: 5.1; TNAP act hi DEA: 1; STAT1 inh: -3.6; PPARg SRC-2 ag: -0.9; TR-FRET SRC-2 ct: 1512; PPARg SRC3 recr: 0.6; bIAP act: 1.9

Results for O=C(Nc1cccc(-c2cn3cccnc3n2)c1)c1ccco1 ?
bIAP inhibitor: 2.8; STAT3 activator: 93.2; PPARg SRC-1 ag: 3.7; STAT3 inh: 12.3; TNAP act hi DEA: 1; STAT1 inh: -10.1; PPARg SRC-2 ag: 2.9; TR-FRET SRC-2 ct: 1494; PPARg SRC3 recr: -5.6; bIAP act: 1

What do the screens show for `Cc1cc(C)c(C#N)c(SCc2ccccc2[N+](=O)[O-])n1`?
ROMK primary: 0.808; bIAP inhibitor: 3.7; STAT3 activator: 91.8; PPARg SRC-1 ag: 9.4; STAT3 inh: 10.0; TNAP act hi DEA: 1; STAT1 inh: 3.6; PPARg SRC-2 ag: 1.2; TR-FRET SRC-2 ct: 1587; PPARg SRC3 recr: 3.0; bIAP act: 1

How did Cc1c(O)c(=O)ccn1C do in these assays?
bIAP inhibitor: -89.2&-34.5; STAT3 activator: 110.1; PPARg SRC-1 ag: 6.3&2.9; STAT3 inh: -9.0; TNAP act hi DEA: 1&1; STAT1 inh: 0.9; PPARg SRC-2 ag: -0.3&1.4; TR-FRET SRC-2 ct: 1560&1776; PPARg SRC3 recr: -2.6&6.3; bIAP act: 1.9&1.3
